FUS suppressor: FUS proteinopathy suppression in yeast. S. cerevisiae FUS-expressing, growth rescue, OD600, 24 h. Potency, µM (doses to about 76.6 µM), inactives show at the highest dose growth rescue (activation), actives largely listed as activators. 390,000 tested, 0.24% active. AID 1347120;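 further: potency means the concentration at half of the fitted maximal effect; plate controls were DMSO vehicle for no effect and reference control for full effect; nearly all actives have a fitted effect of over 55% in size; some results filed as inactive show a strong effect at the top dose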
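Restored growth of FUS-toxic S. cerevisiae, read as 600 nm absorbance after 24 h at 30C in galactose medium (starting OD 0.005). Controls CP55940 and DMSO.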
aSyn rescue: alpha-synuclein toxicity inhibition in yeast. Yeast expressing alpha-synuclein, growth rescue, BacTiter-Glo, 24 h. Potency, µM (series often up to 46.1 µM), inactives show top-dose growth rescue (activation), most hits filed as activators. 370,000 tested, 0.14% active; further: potency means the concentration at half of the fitted maximal effect; % of control where 0% means no effect; nearly all actives have a fitted effect of over 65% in size
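Screening used galactose-induced yeast with toxic alpha-synuclein levels, exposed to compound for 24 hr at 30 deg C. Cell growth, read with BacTiter-Glo luminescence, gave the measured signal.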
GLP-1R inv ag: inverse agonists of human GLP-1 receptor; P43220; 410,000 tested, 1.6% active; Potency, µM (top dose mostly 38.3 µM), for inactives: at the highest dose activity change, negative = inhibition, usual class: inhibitors; HEK293 GLP-1R CRE-luciferase, luminescence, 24 h; GLP-1R form is constitutively active; further: potency means the concentration at half of the fitted maximal effect; on the % scale 0 is the no-effect control and ±100 the full control effect; nearly all actives have a fitted effect of over 55% in size
Target sequence (P43220 whole entry, looked up): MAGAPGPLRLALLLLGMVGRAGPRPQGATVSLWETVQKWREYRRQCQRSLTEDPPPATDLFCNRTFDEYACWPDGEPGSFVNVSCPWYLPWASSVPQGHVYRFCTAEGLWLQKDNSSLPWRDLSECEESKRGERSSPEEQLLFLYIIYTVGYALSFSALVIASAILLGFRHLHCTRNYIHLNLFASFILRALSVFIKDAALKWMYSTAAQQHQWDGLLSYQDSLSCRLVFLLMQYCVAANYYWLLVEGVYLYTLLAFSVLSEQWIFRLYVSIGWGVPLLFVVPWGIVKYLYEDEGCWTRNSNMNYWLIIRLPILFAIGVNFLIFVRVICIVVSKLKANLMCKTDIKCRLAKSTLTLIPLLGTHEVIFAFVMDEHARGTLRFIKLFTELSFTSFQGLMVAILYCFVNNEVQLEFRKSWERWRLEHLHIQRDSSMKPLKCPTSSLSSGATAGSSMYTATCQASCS
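qHTS in 1536-well format: reporter HEK293 cells expressing constitutive GLP-1R activity in DMEM + 10% Nu serum, 24 hr with compounds at 37 deg C, luminescence read after 12 min with detection reagent.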
Akt phos inh: Akt phosphorylation inhibition | AID 651550 | activity change, % for hits at 50 µM | 360,000 tested, 0.32% active | Neuro2A IGF-stimulated pAkt S473 HTRF, 20 min; stronger effect = lower value; in the data active means activity change below about -80%; inconclusive means mostly about -51% to -80%; further: on the % scale 0 is the no-effect control and ±100 the full control effect
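Single-point screen (50 µM final compound) in Neuro2A cells stimulated 20 min with 6 nM IGF at 37 deg C. After lysis, Ser473-phosphorylated Akt read by HTRF (ex 330 nm, em 615/665 nm) as the 665/615 ratio.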
TDP43 rescue: rescues yeast growth from TDP-43 toxicity; AID 652104; 410,000 tested, 1.8% active; Potency, µM (titrated, usually from 46.1 µM), inactives show at the top dose growth rescue (activation), actives largely listed as activators; TDP-43 expressing yeast growth rescue, BacTiter-Glo, 24 h; further: potency means the concentration at half of the fitted maximal effect; % of control where 0% means no effect; nearly all actives have a fitted effect of over 50% in size
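Yeast cells expressing TDP-43 under galactose induction are exposed to compounds for 24 hr at 30 deg C. BacTiter-Glo luminescence measures growth, so protective compounds score as activators.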
GLP-1R agonist: agonists of human GLP-1 receptor. P43220. HEK293 GLP-1R CRE-luciferase, luminescence, 4-6 h; cells express a hypersensitive GLP-1R form. Potency, µM (highest dose often 45.6 µM), for inactives: top-dose activation, hits mostly activators. 380,000 tested, 0.007% active. AID 624172; further: potency means the concentration at half of the fitted maximal effect; % of control where 0% means no effect
Abeta yeast res: restores growth of yeast expressing A-beta42 peptide; AID 1347071; 410,000 tested, 0.063% active; Potency, µM (top dose mostly 46.1 µM), inactives show at the top dose growth rescue, most hits filed as activators; yeast expressing A-beta42, growth rescue, OD600, 48 h; response scale: 0% DMSO, 100% iron-clioquinol control; further: potency means the concentration at half of the fitted maximal effect; nearly all actives have a fitted effect of over 55% in size
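Growth rescue measured by 600 nm absorbance after 48 h yeast culture at 30 C with compound. Values normalized between DMSO and an equimolar ferric chloride plus clioquinol control.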
PTHR1 ag: PTHR1 (human) receptor agonism; Q03431; HEK293 GP2 PTHR1 cells, GloSensor cAMP luminescence, 1 h; Potency, µM (highest dose often 115 µM), inactives show top-dose activation, actives largely listed as activators; 410,000 tested, 0.075% active; further: potency means the concentration at half of the fitted maximal effect; nearly all actives have a fitted effect of over 55% in size; some results filed as inactive show a strong effect at the top dose; inactives centre near -15; many of its hits are not listed in these tables
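HEK-293-derived GP2 cells expressing PTHR1 and a GloSensor cAMP reporter, 3,000/well, plated overnight, given luciferin plus IBMX (each 0.5 mM as added) for 1 h at 37 °C, then compound for 1 h at 37 °C. Luminescence was read after 15 min at room temperature.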
DRD3 antagonist: D3 dopamine receptor (human) antagonism; P35462; D3R cells, DiscoveRx beta-arrestin luminescence, antagonist mode; stronger effect = lower value; max response, negative = inhibition, %; 360,000 tested, 2.5% active; in the data active means max response below about -50%; inconclusive means no clear call, values can overlap the other calls; further: on the % scale 0 is the no-effect control and ±100 the full control effect; mostly tested at two doses, the higher about 12 µM
Target sequence (P35462 whole entry, looked up): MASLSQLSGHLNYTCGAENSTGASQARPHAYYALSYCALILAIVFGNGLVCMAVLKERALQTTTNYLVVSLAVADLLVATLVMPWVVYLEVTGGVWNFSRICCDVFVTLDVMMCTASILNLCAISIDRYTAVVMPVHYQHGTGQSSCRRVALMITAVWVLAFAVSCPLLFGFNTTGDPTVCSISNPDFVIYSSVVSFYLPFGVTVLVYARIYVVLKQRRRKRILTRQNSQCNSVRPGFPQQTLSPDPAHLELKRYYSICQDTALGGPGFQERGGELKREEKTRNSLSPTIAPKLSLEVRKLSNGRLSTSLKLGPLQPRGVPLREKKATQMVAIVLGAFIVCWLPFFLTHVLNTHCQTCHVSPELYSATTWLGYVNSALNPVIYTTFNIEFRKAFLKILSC
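Cells plated overnight at 1500 cells/well, then exposed to library compounds with dopamine controls for 90 minutes at 37 degrees C. DiscoveRx reagent added for 30–60 minutes at room temperature; luminescence read, quantitative HTS format.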
* hit, by the source's call; i = inactive; u = inconclusive; x = not tested or not shown; [ ] = dose if it differs, or a comment. Unless noted, the call rests on the fitted dose curve; in most records, active means well fitted curve in the direction sought with a large enough effect; inconclusive means small, poorly fitted or top-dose-only effect, or another doubt; inactive means no such curve, though single readings can be large; an effect the other way counts as inactive or inconclusive. Some of the compounds tested (hit frequency here may not be typical).

Start of the data: the first 4 entries, to show the layout:
Labels used below – A = FUS suppressor; B = aSyn rescue; C = GLP-1R inv ag; D = Akt phos inh; E = TDP43 rescue; F = GLP-1R agonist; G = Abeta yeast res; H = PTHR1 ag; I = DRD3 antagonist
COc1ccc(C)cc1NC(=O)NCc1cccn1Cc1ccccc1
  A = 10%	B = x	C = 7%	D = x	E = -15%	F = x	G = -20%	H = u	I = x
Cn1c(SCCOc2ccc(Cl)cc2)nnc1-c1ccncc1
  A = 23%	B = 5%	C = -17%	D = i	E = 22%	F = -5%	G = -7%	H = -8%[57.5 µM]	I = -16
COc1ccc(C(=O)N(CC(=O)Nc2sc(C)c(C)c2C(N)=O)C2CCCC2)cc1
  A = 21%	B = 0%	C = -6%	D = i	E = -3%	F = 11%	G = -15%	H = i	I = -11
CCOC(=O)c1c(C)nc(SC)c(C#N)c1-c1ccccc1
  A = x	B = 0%	C = -24%	D = i	E = 0%	F = -1%	G = -2%	H = -16%	I = 8

Main list, repeating the preview:
Labels used below – A = FUS suppressor; B = aSyn rescue; C = GLP-1R inv ag; D = Akt phos inh; E = TDP43 rescue; F = GLP-1R agonist; G = Abeta yeast res; H = PTHR1 ag; I = DRD3 antagonist
COc1ccc(C)cc1NC(=O)NCc1cccn1Cc1ccccc1
  A = 10%	B = x	C = 7%	D = x	E = -15%	F = x	G = -20%	H = u	I = x
Cn1c(SCCOc2ccc(Cl)cc2)nnc1-c1ccncc1
  A = 23%	B = 5%	C = -17%	D = i	E = 22%	F = -5%	G = -7%	H = -8%[57.5 µM]	I = -16
COc1ccc(C(=O)N(CC(=O)Nc2sc(C)c(C)c2C(N)=O)C2CCCC2)cc1
  A = 21%	B = 0%	C = -6%	D = i	E = -3%	F = 11%	G = -15%	H = i	I = -11
CCOC(=O)c1c(C)nc(SC)c(C#N)c1-c1ccccc1
  A = x	B = 0%	C = -24%	D = i	E = 0%	F = -1%	G = -2%	H = -16%	I = 8
Cc1ccc(Cl)cc1N1CCN(S(=O)(=O)c2ccc3c(c2)oc(=O)n3C)CC1
  A = 28%	B = 11%	C = 0%	D = i	E = -11%	F = -3%	G = 13%	H = -2%[57.5 µM]	I = 4
O=C(NCCN1CCOCC1)c1csc2c1CCCC2
  A = -8%	B = 2%	C = 5%	D = i	E = -25%	F = -8%	G = 2%	H = i	I = -10
CCCc1cc(C(=O)NNC(=S)NC(C)c2ccccc2)cs1 (stereo unspecified)
  A = u	B = -1%	C = u	D = i	E = 5%	F = 0%	G = -5%	H = i	I = 24
CCN(CC)S(=O)(=O)c1ccc(N2CCOCC2)c(NC(=O)c2c3c(nc4ccccc24)CCC3)c1
  A = 2%	B = -1%	C = 38%[activator]	D = i	E = 12%	F = 19%	G = 11%	H = i	I = 25
O=C(CCCC(=O)OCC(=O)c1ccc(F)cc1)Nc1cc(C(F)(F)F)ccc1Cl
  A = 18%	B = 0%	C = -5%	D = i	E = 0%	F = -8%	G = 18%	H = -25%[57.5 µM]	I = 12
FC(F)(F)c1ccc(/C=N/N2CCN(Cc3ccccc3)CC2)cc1
  A = 16%	B = -2%	C = u	D = i	E = 7%	F = 1%	G = 0%	H = -15%	I = -2
CCN(CC)S(=O)(=O)c1ccc2c(c1)oc(=O)n2CC(=O)N(C)C1CCCCC1
  A = -4%	B = 0%	C = -9%	D = i	E = -4%	F = 8%	G = 13%	H = -5%	I = -10
N=C(N)SCc1ccc(Cl)c2ccccc12
  A = x	B = -30%	C = u	D = i	E = -14%	F = 3%	G = -79%[inhibitor]	H = i	I = 0
O=c1/c(=C\c2cccnc2)sc2nc3ccccc3n12
  A = x	B = -7%	C = 15%	D = i	E = 12%	F = 0%	G = -2%	H = -28%	I = -16
CC(C)CCNC(=O)C(c1cccs1)N(CC1CCCO1)C(=O)Cn1nnc2ccccc21 (stereo unspecified)
  A = 16%	B = 4%	C = -25%	D = i	E = 6%	F = 1%	G = 11%	H = -9%[57.5 µM]	I = 1
O=C(CSc1nc2[nH]c(=O)[nH]c(=O)c2s1)Nc1cccc(F)c1
  A = x	B = 0%	C = -1%	D = i	E = 10%	F = 20%	G = -8%	H = i	I = 12
COc1cccc(-c2csc(NNC(=O)c3cccs3)n2)c1
  A = 43%	B = -3%	C = u	D = i	E = 6%	F = -7%	G = 27%	H = -5%	I = -19
C=CCNC(=O)COC(=O)COc1ccc(Cl)cc1
  A = -17%	B = 2%	C = 2%	D = i	E = -15%	F = 3%	G = -5%	H = i	I = 1
O=C(Cn1c(-c2cccs2)cc2cc(Cl)ccc21)N1CCCCC1
  A = 0%	B = x	C = u	D = x	E = 12%	F = x	G = 9%	H = -62%[inhibitor]	I = x
COc1cc(C(=O)N2CCSCC2)ccc1OC1CCN(C(C)=O)CC1
  A = 3%	B = 1%	C = 19%	D = i	E = -2%	F = -1%	G = 15%	H = -21%	I = 8
CCOC(=O)C(C)Oc1ccc(C2NC(=O)NC(C)=C2C(C)=O)cc1Br (stereo unspecified)
  A = 21%	B = 5%	C = 0%	D = i	E = -15%	F = -2%	G = -5%	H = -2%[57.5 µM]	I = -7
COc1ccc(C(=O)CN2C(=O)NC3(CCCc4ccccc43)C2=O)c(OC)c1 (stereo unspecified)
  A = x	B = 0%	C = 15%	D = i	E = -14%	F = 3%	G = -4%	H = -21%	I = -12
Cc1ccc(S(=O)(=O)N(Cc2cccc(C)c2)C(=O)N2CCN(C)CC2)cc1
  A = -8%	B = -3%	C = 12%	D = i	E = 9%	F = -6%	G = 28%	H = -9%	I = 11
COc1cc(/C=N/Nc2nc(=O)[nH]nc2C)cc([N+](=O)[O-])c1O
  A = 0%	B = -9%	C = 21%	D = i	E = 13%	F = -8%	G = x	H = -1%	I = -10
CC(C)/C=C1\CC/C(=C\c2cccnc2)C1=O
  A = -2%	B = -2%	C = 22%	D = i	E = -6%	F = 5%	G = x	H = i	I = -2
COc1ccc(OC)c(NC(=O)c2c(NC(=O)CNCc3ccco3)sc3c2CCC3)c1
  A = -6%	B = 2%	C = -1%	D = x	E = 4%	F = -8%	G = 6%	H = i	I = 47

Labels used below – A = FUS suppressor; B = aSyn rescue; C = GLP-1R inv ag; D = Akt phos inh; E = TDP43 rescue; F = GLP-1R agonist; G = Abeta yeast res; H = PTHR1 ag; I = DRD3 antagonist
Cc1ccc(S(=O)(=O)c2c(Nc3ccccc3)sc(C(=O)c3ccc4c(c3)OCO4)c2N)cc1
  A = u	B = -2%	C = u	D = x	E = 3%	F = 0%	G = -11%	H = i	I = x
CSc1ccccc1NC(=O)CN(C)CC(=O)NCC(=O)Nc1ccc(F)cc1
  A = 18%	B = 0%	C = -14%	D = i	E = 19%	F = -6%	G = -3%	H = -18%	I = -50*
O=C(COc1ccc(Cl)cc1Cl)N/N=C/c1cccnc1
  A = 11%	B = 17%	C = 3%	D = i	E = -9%	F = 11%	G = -1%	H = i	I = -15
CC(C)c1csc(CN2CCC(n3nccc3NC(=O)Cc3ccccc3)CC2)n1
  A = -3%	B = -4%	C = -18%	D = i	E = 10%	F = 0%	G = 3%	H = -12%	I = 3
CC(C)CCN1C(N(C)C)=NC[C@@H]1C
  A = -17%	B = -8%	C = 1%	D = i	E = 7%	F = 4%	G = -8%	H = -24%	I = 54
Cc1cc(C(=O)Nc2ccccc2)oc1C
  A = 6%	B = 0%	C = 1%	D = i	E = -15%	F = -2%	G = -1%	H = -1%[57.5 µM]	I = 0
CCN(CC)S(=O)(=O)c1cccc(-c2nnc(SCC(=O)c3cc(C)n(C)c3C)o2)c1
  A = 27%	B = 5%	C = u	D = i	E = 9%	F = 1%	G = 11%	H = -20%	I = 4
O=C(CCc1ccccc1)N1CCN(CCO)CC1
  A = -27%	B = 1%	C = -1%	D = i	E = -9%	F = -1%	G = -3%	H = -16%	I = -24
Cc1cccn2cc(CNC(=O)c3ccc(Br)o3)nc12
  A = -10%	B = 0%	C = 0%	D = i	E = 11%	F = 2%	G = 2%	H = i	I = 0
CCOC(=O)c1cc(-c2ccccc2)n(-c2cccc(C(=O)Nc3ccc(F)c(F)c3)c2)c1C
  A = u	B = x	C = u	D = x	E = 13%	F = x	G = 11%	H = -21%	I = x
CN(C(=O)c1cccs1)c1ccc(OCC(=O)Nc2ccc(C(=O)O)cc2)cc1
  A = -17%	B = -8%	C = -3%	D = i	E = 2%	F = -3%	G = -3%	H = -1%	I = 5
CC(C)(C)OC(=O)NCCNC(=O)c1cccs1
  A = -5%	B = 1%	C = -3%	D = i	E = -30%	F = 0%	G = 1%	H = i	I = -7
CCOC(=O)N1CCC(N2CCN(S(=O)(=O)CC)CC2)CC1
  A = -3%	B = 6%	C = -5%	D = i	E = -6%	F = 6%	G = -17%	H = -6%[57.5 µM]	I = -133*
O=C1c2ccccc2NC(c2ccc(O)cc2)N1c1ccccc1 (stereo unspecified)
  A = 27%	B = -7%	C = u	D = i	E = -4%	F = 10%	G = 4%	H = i	I = -4
Cn1ccc(C(=O)N/N=C/c2ccncc2)n1
  A = -8%	B = 0%	C = 5%	D = i	E = 2%	F = 3%	G = 2%	H = i	I = 4
CCS(=O)(=O)c1ccc(OC)c(N=Nc2ccc(O)c3ncccc23)c1
  A = -15%	B = -10%	C = 21%	D = i	E = 6%	F = 8%	G = 10%	H = -90%[inhibitor]	I = 5
Cc1ccc(C)c(OCC(=O)Nc2ccccc2C(=O)N2CCOCC2)c1
  A = 3%	B = 7%	C = u	D = i	E = -8%	F = 7%	G = -5%	H = -13%	I = -16
COCCNC(C(=O)Nc1ccc(C)cc1[N+](=O)[O-])c1ccccc1 (stereo unspecified)
  A = -4%	B = -12%	C = 5%	D = i	E = -10%	F = 22%	G = -16%	H = -2%	I = 5
Cc1ccc(Nc2nc(Nc3ccc(C)cc3)nc(SC3=NCCS3)n2)cc1
  A = 53%	B = 0%	C = u	D = x	E = 14%	F = 0%	G = 34%	H = i	I = -4

High-throughput results as filed in PubChem BioAssay.
